SARS 3CLpro inh: SARS-CoV 3CLpro protease inhibition; recombinant SARS-CoV 3CLpro, quenched FRET peptide cleavage; P0C6X7; inhibition, % at 6 µM; 0.14% of 290,000 active; in the data active = inhibition above about 12%
MazF activator: activators of E. coli MazEF toxin-antitoxin RNase; P0AE70; FAM/BHQ RNA-DNA oligo cleavage fluorescence, 5 h; activation, % at 20 µM; 0.32% of 350,000 active; AID 504720; in the data active = activation above about 50%
Target sequence (P0AE70 whole entry, looked up): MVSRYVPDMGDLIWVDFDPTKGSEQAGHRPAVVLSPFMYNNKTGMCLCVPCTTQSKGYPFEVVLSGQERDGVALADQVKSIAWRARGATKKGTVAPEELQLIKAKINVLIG
BoNT-F LC inh: BoNT F light chain protease inhibition. inhibition, % at 10 µM. Multiplex microsphere protease cleavage assay, flow cytometry. 0.22% of 360,000 active; in the data active = inhibition above about 35%, passing the limit was not always enough; inconclusive = no clear call, values can overlap the other calls; note: plate controls were buffer without enzyme for full effect and enzyme alone for no effect
Rv3671c protease: inhibitors of M. tuberculosis serine protease Rv3671c. P9WHR9. 0.048% of 320,000 active. inhibition, % at 5.96 µM; in the data active = inhibition above about 38%;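 note: extracellular domain of Rv3671c used as enzyme; 0% = enzyme with DMSO and 100% = no enzyme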
Target sequence (P9WHR9 whole entry, looked up, the tested form may be a part): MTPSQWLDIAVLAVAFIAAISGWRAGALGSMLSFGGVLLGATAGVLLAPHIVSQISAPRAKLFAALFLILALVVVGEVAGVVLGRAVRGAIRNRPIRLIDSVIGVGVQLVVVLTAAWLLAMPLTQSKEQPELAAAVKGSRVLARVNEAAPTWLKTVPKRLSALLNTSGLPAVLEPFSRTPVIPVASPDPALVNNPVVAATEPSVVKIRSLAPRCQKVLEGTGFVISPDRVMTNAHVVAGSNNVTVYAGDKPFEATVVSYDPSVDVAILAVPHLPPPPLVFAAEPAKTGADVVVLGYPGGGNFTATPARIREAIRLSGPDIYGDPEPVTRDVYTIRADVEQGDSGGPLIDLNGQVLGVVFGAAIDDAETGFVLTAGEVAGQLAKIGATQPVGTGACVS
Anthrax LF inh2: anthrax lethal factor protease inhibition; P15917; 0.12% of 360,000 active; AID 588501; inhibition, % at 10 µM; multiplex microsphere protease cleavage assay, LF; note: plate controls were buffer without enzyme for full effect and enzyme alone for no effect
PrPC TRFRET: reduces human prion protein on the cell surface | P04156 | 0.43% of 370,000 active | AID 720596 | inhibition, % at 13.8 µM | cell surface PrPC, TR-FRET read-out; in the data active = inhibition above about 24%; note: 0% = median of the test wells and 100% = reference compound wells
DUSP3 inh: inhibitors of human VHR1 phosphatase (DUSP3) | recombinant VHR phosphatase, pNPP absorbance | inhibition, % at 13.3 µM | 0.52% of 290,000 active; in the data active = inhibition above about 50%; note: some compounds called inactive have numbers as strong as hits
Target sequence (P51452 whole entry, looked up): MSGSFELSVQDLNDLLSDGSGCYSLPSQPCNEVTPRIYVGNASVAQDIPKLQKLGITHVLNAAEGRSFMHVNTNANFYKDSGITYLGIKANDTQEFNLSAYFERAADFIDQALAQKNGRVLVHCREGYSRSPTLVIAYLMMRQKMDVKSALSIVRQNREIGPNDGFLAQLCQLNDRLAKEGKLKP
CCHF vOTU inh: CCHFV vOTU protease inhibition | Pep-AMC fluorescence | 0.55% of 370,000 active | inhibition, % at 11.5 µM; in the data active = inhibition above about 30%; note: 0% = vehicle wells with enzyme and 100% = no enzyme wells
SSB-PriA inh: inhibitors of Klebsiella pneumoniae PriA binding to SSB C-terminal tail; AlphaScreen SSBct-PriA binding, biotinylated peptide; inhibition, % at 33 µM; 0.6% of 430,000 active; in the data active = inhibition mostly above about 37%, no sharp cut-off; inactive = mostly below about 20%;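 note: plate controls were negative control peptide for no effect and reference peptide for full effect; strong numbers were not always called active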
BoNT-A LC inh2: blocks Botulinum neurotoxin A light chain protease; multiplex microsphere protease substrate cleavage, flow cytometry; inhibition, % at 10 µM; 0.17% of 360,000 active; AID 588499; note: plate controls were buffer without enzyme for full effect and enzyme alone for no effect
The depositor's hits bear a star; ? = inconclusive; / = no result given; & = joins results of further samples. Cut-off read from the data, not from the text of the source, unless noted: active = inhibition above about 30%; inconclusive = no clear call, values can overlap the other calls; inactive = below that.

1	O=C(Nc1ccccc1)c1cccc(NC(=O)c2ccco2)c1
2	COc1ccc(/C(C)=N/OC/C(O)=C(\C#N)c2nc3ccccc3[nH]2)cc1OC
3	COC(=O)C1C(=O)N2CCCSC2=C(C#N)C1c1cccs1 (centres undefined)
4	COc1ccc(C2C3=C(N=C4SCC(=O)N42)c2ccccc2CC3)cc1OC (centres undefined)
5	COc1ccc(NS(=O)(=O)c2cccc(C(=O)NCC(c3ccc(OC)cc3)N3CCCCC3)c2)cc1 (centres undefined)
6	O=C(O)C1CCCN(S(=O)(=O)c2ccc(Cl)s2)C1 (centres undefined)
7	O=c1[nH]n(CC2COC3(CCCCC3)O2)c(=O)c2ccccc12 (centres undefined)
8	COc1ccc(OC)c(NC(=O)COc2ccc3c(c2)CCC3)c1

Screen / compound no.	1	2	3	4	5	6	7	8
SARS 3CLpro inh	/	-5	0	2	/	-3	-5	/
MazF activator	10	5	0	-2	2	3	0	-3
BoNT-F LC inh	/	-5	-8	-7	-10	-15	6	/
Rv3671c protease	-2	-4	3	-2	/	-3	0	4
Anthrax LF inh2	/	-4	-1	-1	-3	-9	0	/
PrPC TRFRET	1	-2	-3	-5	3	5	-6	5
DUSP3 inh	/	12	25	21	/	15	10	/
CCHF vOTU inh	-7	-2	-14	19	1	-4	8	-2
SSB-PriA inh	-3	/	-15	13	12	-9	-3	1
BoNT-A LC inh2	/	0.3	-0.6	-4.5	-1.0	-1.2	1.6	/

9	COc1ccc(C(CNC(=O)c2cccc(S(=O)(=O)Nc3ccc(C)cc3)c2)N2CCOCC2)cc1 (centres undefined)
10	Cc1ccc2c(CSc3nnnn3C)cc(=O)oc2c1
11	CCSC1=NC2(CCCCC2)Nc2sc3c(c21)CCCC3
12	O=C1c2cccnc2C(Nc2ccccc2Br)N1Cc1ccco1 (centres undefined)
13	CC1(C(=O)NS(=O)(=O)Cc2ccccc2)CCN1C(=O)Cc1ccccc1Cl (centres undefined)
14	Cc1ccc(NC(=O)CN(C)C(=O)C2CC(=O)N(Cc3ccccc3)C2)cc1 (centres undefined)
15	COc1cc(NC(=S)Nc2ccc(Br)cc2Cl)c(OC)cc1Cl
16	C=CCOc1cccc(C2C(C(=O)c3ccc(C)o3)=C(O)C(=O)N2CCCn2ccnc2)c1 (centres undefined)

Screen / compound no.	9	10	11	12	13	14	15	16
SARS 3CLpro inh	/	0	4	-4	/	-6	3	3
MazF activator	6	4	2	12	/	-4	7	3
BoNT-F LC inh	6	-1	-10	-6	-4	-4	1	7
Rv3671c protease	3	-6	2	8	/	1	2	5
Anthrax LF inh2	-5	0	-1	1	-2	-2	0	0
PrPC TRFRET	-1	-8	1	6	6	-7	6	8
DUSP3 inh	/	21	-1	18	/	6	9	10
CCHF vOTU inh	9	12	9	7	12	2	10	14
SSB-PriA inh	-1	-5	8	-9	/	-1	-4	5
BoNT-A LC inh2	?	-0.2	3.5	-0.3	-0.5	-1.6	0.5	3.8

17	Fc1cc(F)c2nc(Nc3nc4c(F)cccc4s3)sc2c1
18	CCOc1ccc(NS(=O)(=O)c2ccc(NC(=O)[C@@H]3CCCC[C@@H]3C(=O)O)cc2)cc1
19	COc1ccc(OC)c(NC(=O)CSc2nncc3ccccc23)c1
20	COC(=O)CCC(=O)OC1(C)C(=O)C=C2C=C(C3CC3)N(CCc3c[nH]c4ccccc34)C=C2C1=O (centres undefined)
21	COc1ccc(OC)c(C2C(C(=O)Nc3ccccc3OC)=C(C)Nc3nc(CCCO)nn32)c1 (centres undefined)
22	CC(C)Cn1c(SCC(=O)N2CCOCC2)nc2ccccc2c1=O
23	CC(C)(C)NC[C@H](O)COc1nsnc1N1CCOCC1
24	O=C1NCC(COCC2CC=CCC2)O1 (centres undefined)

Screen / compound no.	17	18	19	20	21	22	23	24
SARS 3CLpro inh	-2	7	8	/	4	/	3	0
MazF activator	5	-6	4	9	9	5	-9&2&-1	4
BoNT-F LC inh	-5	-2	-11	-67	-3	-3	-7&-1&-4	?
Rv3671c protease	-23	-6	-2	-40	10	6	-3&-2	9
Anthrax LF inh2	0	1	-2	-33	2	-11	3&1&-1	?
PrPC TRFRET	7	-3	2	-15	2	6	3&-3&-2	2
DUSP3 inh	8	-1	-16	15	12	/	1	16
CCHF vOTU inh	-9	5	11	13	8	-3	7&5&8	2
SSB-PriA inh	-11	-8	-1	0	-2	-1	-9	-7
BoNT-A LC inh2	-0.7	0.0	-3.4	1.4	0.3	0.1	-0.1&0.8&0.5	?

25	CC(C)C[C@H](NC(=O)Nc1ccc(Oc2ccccc2)cc1)C(=O)O
26	CCCCNC(=O)c1ccc(N2CCC3(CC2)OCCO3)c([N+](=O)[O-])c1
27	CC1Cc2ccccc2N1C(=O)CCS(=O)(=O)c1cccs1 (centres undefined)
28	CCOC(=O)C1CCCN(C(=O)c2ccc(Cl)c(S(=O)(=O)N3CCc4ccccc43)c2)C1 (centres undefined)
29	On1c(-c2ccccc2Cl)nc2ncccc21
30	COc1ccc2c(c1)c(=O)oc1c(C)c(OCc3ccc(C(=O)O)cc3)ccc12
31	COc1ccc(C2c3ccc(O)cc3Oc3ncn4nc(-c5ccccn5)nc4c32)cc1 (centres undefined)
32	c1ccc(CNc2c3ccccc3nc3ccccc23)cc1

Screen / compound no.	25	26	27	28	29	30	31	32
SARS 3CLpro inh	9	2	-4	/	0	-1	-2	1
MazF activator	-4	-2	-9	14	7	-28	20	26
BoNT-F LC inh	-5	7	4	2	0	13	-7	13
Rv3671c protease	0	8	-13	/	-1	-9	-8	13
Anthrax LF inh2	-1	-2	13	-4	-9	5	-4	11
PrPC TRFRET	9	-52	-4	11	4	/	-2	3
DUSP3 inh	18	17	-7	/	30	52*	29	/
CCHF vOTU inh	10	4	2	6	-1	/	7	-27
SSB-PriA inh	-9	-2	-6	-19	-15	-5	-7	2
BoNT-A LC inh2	-0.6	-1.5	-0.7	0.3	-1.5	0.4	-1.4	-3.0

33	O=C1CCN(c2ccc([N+](=O)[O-])cc2F)CC1
34	Cc1cccc(N2CCN(C(c3cccs3)c3nnnn3C(C)(C)C)CC2)c1C (centres undefined)
35	O=C(/C=C/c1ccccc1)N/C(=C/c1ccccc1)C(=O)Nc1cccc(C(=O)O)c1
36	CCC(C)NC(=O)COc1ccc(S(=O)(=O)N2CCOCC2)cc1 (centres undefined)
37	O=C(CCc1ccc(O)cc1)c1c(O)cc(O)cc1O
38	Cc1cccc(C(=O)N2CCN(S(=O)(=O)N3CCCCC3)CC2)c1
39	CC(C)C(=O)Nc1ccc([N+](=O)[O-])c(C(F)(F)F)c1
40	COc1ccc(-c2cc(C(=O)NCc3cccnc3)no2)cc1OC

Screen / compound no.	33	34	35	36	37	38	39	40
SARS 3CLpro inh	-6	-2	3	-3	/	-4	8	-3
MazF activator	0	-9	7	-6	8	5	8	2
BoNT-F LC inh	3	-3	1	-7	-5	4	-7	7
Rv3671c protease	3	-12	-11	-5	-8	-3	-5	-9
Anthrax LF inh2	0	-8	-8	1	2	-2	-4	3
PrPC TRFRET	-8	-4	0	15	-1	8	-7	-4
DUSP3 inh	6	8	14	-2	7	-13	-4	16
CCHF vOTU inh	9	-16	1	-19	5	-7	2	-17
SSB-PriA inh	-3	0	-13	-4	3	-12	-9	-6
BoNT-A LC inh2	1.0	-1.2	-0.9	-0.2	0.3	1.8	-1.0	0.2

41	CC(=O)C1=C(c2ccccc2)OC(N)=C(C#N)C1c1ccc(O)cc1 (centres undefined)
42	CCC1CCC(C(=O)NC(C(=O)NCCCN2CCCCC2C)C(C)C)CC1 (centres undefined)
43	COc1ccccc1-c1nnc(SCC(=O)c2c(N)n(C3CC3)c(=O)[nH]c2=O)o1
44	C[C@@H](c1ccccc1)N1C[C@@H](COCc2ccccc2)Oc2cc(N3CC[C@H](O)C3)ccc2S1(=O)=O
45	N#CCCN1CCN(S(=O)(=O)c2ccc3c(c2)CCC3)CC1
46	Nc1nonc1-n1nnc(C(=O)N/N=C/c2ccco2)c1CSc1ccccc1
47	O=C(NCc1ccc2c(c1)OCO2)c1ccc(Br)s1
48	CCCCNC(=O)c1ccccc1NC(=O)c1ccccc1N(C)S(C)(=O)=O

Screen / compound no.	41	42	43	44	45	46	47	48
SARS 3CLpro inh	7	-4	/	/	/	5	-2	5
MazF activator	3	1	20	/	-7	-13	-5	7
BoNT-F LC inh	-5	7	-3	2	-8	-6	3	-2
Rv3671c protease	5	-3	-7	/	-4	-1	-5	-8
Anthrax LF inh2	-2	1	-13	0	-5	0	-1	-2
PrPC TRFRET	3	2	-2	10	2	7	-5	-2
DUSP3 inh	-10	21	/	/	/	-10	17	9
CCHF vOTU inh	9	-1	5	25	-3	0	-8	-1
SSB-PriA inh	10	-2	-15	/	-8	/	-9	-4
BoNT-A LC inh2	0.4	0.8	-1.6	0.7	-1.6	-1.0	0.3	-0.5

Look-ups from above.
`Cc1cccc(N2CCN(C(c3cccs3)c3nnnn3C(C)(C)C)CC2)c1C` (centres undefined) | BoNT-A LC inh2 = -1.2
`c1ccc(CNc2c3ccccc3nc3ccccc23)cc1` | Rv3671c protease = 13

Additional results:
49	OC(c1ccccc1)(c1nc(-c2ccc(F)c(Cl)c2)cs1)C(F)(F)F (centres undefined)
50	CCn1c(SCCOc2ccc(Cl)cc2)nnc1-c1cccs1
51	Cc1ccc(C(C(=O)NCc2ccco2)N(CCc2ccccc2)C(=O)Cn2nnc3ccccc32)o1 (centres undefined)
52	Cc1cc(C)c(OCC(=O)NCC2CCCO2)c(C)c1 (centres undefined)
53	O=C(Nc1nnc(S(=O)(=O)N2CCCCC2)s1)c1ccc(Cl)cc1
54	Cc1nn(-c2ccccc2)c(C)c1/C=N/NC(=O)CSc1nnc(-c2ccccc2)n1-c1ccc(Cl)cc1
55	CCN(CC(=O)NCc1ccc(Cl)cc1)C(=O)CSc1ccc(F)cc1
56	O=C(c1ccc(Br)cc1)N(C1=NCCCCS1)c1ccccc1

Screen / compound no.	49	50	51	52	53	54	55	56
SARS 3CLpro inh	/	3	6	5	-3	3	/	4
MazF activator	/	0	-5	5	1	-23	0	14
BoNT-F LC inh	3	5	3	0	-11	2	-5	5
Rv3671c protease	/	-3	/	2	4	-10	-1	3
Anthrax LF inh2	2	1	-2	-2	1	-2	-1	1
PrPC TRFRET	-2	-1	9	-3	1	-1	5	4
DUSP3 inh	/	8	22	4	6	15	/	-12
CCHF vOTU inh	3	5	17	3	-3	-9	7	-5
SSB-PriA inh	/	6	-2	1	0	/	-6	-3
BoNT-A LC inh2	-0.3	0.2	0.6	-0.5	0.0	0.0	0.8	-0.3

Entries above that contain a thiophene ring, fused or not (seven):
3	COC(=O)C1C(=O)N2CCCSC2=C(C#N)C1c1cccs1 (centres undefined)
6	O=C(O)C1CCCN(S(=O)(=O)c2ccc(Cl)s2)C1 (centres undefined)
11	CCSC1=NC2(CCCCC2)Nc2sc3c(c21)CCCC3
27	CC1Cc2ccccc2N1C(=O)CCS(=O)(=O)c1cccs1 (centres undefined)
34	Cc1cccc(N2CCN(C(c3cccs3)c3nnnn3C(C)(C)C)CC2)c1C (centres undefined)
47	O=C(NCc1ccc2c(c1)OCO2)c1ccc(Br)s1
50	CCn1c(SCCOc2ccc(Cl)cc2)nnc1-c1cccs1

Screen / compound no.	3	6	11	27	34	47	50
SARS 3CLpro inh	0	-3	4	-4	-2	-2	3
MazF activator	0	3	2	-9	-9	-5	0
BoNT-F LC inh	-8	-15	-10	4	-3	3	5
Rv3671c protease	3	-3	2	-13	-12	-5	-3
Anthrax LF inh2	-1	-9	-1	13	-8	-1	1
PrPC TRFRET	-3	5	1	-4	-4	-5	-1
DUSP3 inh	25	15	-1	-7	8	17	8
CCHF vOTU inh	-14	-4	9	2	-16	-8	5
SSB-PriA inh	-15	-9	8	-6	0	-9	6
BoNT-A LC inh2	-0.6	-1.2	3.5	-0.7	-1.2	0.3	0.2

The list is partial. The share of hits here may be higher or lower than overall.
